T cell HTS – T cell immune modulators affecting CD8 T cell-vesicle binding; 2C CD8+ T cell-vesicle binding, flow cytometry; stronger effect = lower value; calls only at 7 µM; hit rate 0.068% among 330,000; AID 2052;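 active = response, share of CD8 T cells binding vesicles, and their 90th percentile fluorescence all below set limits, cut at about 80% in these data, passing the limit was not always enough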
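incubation = binding step 1.5 h, 37 °C, antibody labelling 20 min, ice | test system = 2C mouse CD8+ T cells | read-out basis = percent CD8+ FL2 mean versus row control | controls = Peptide-free naked vesicles (low) and QL9 vesicles with 0.7% DMSO vehicle (high) | detection = flow cytometry of vesicle-bound cells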
T cell HTS vesicle-bound % – also measured in T cell HTS; calls as there; double positive events, %; measured here: CD8+ vesicle-bound cell fraction;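 binding gate set so that unloaded-vesicle control wells show 10% double positive cells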
The depositor's hits bear a star; i = inactive.

SMILES	T cell HTS	T cell HTS vesicle-bound %
O=C(OCC(=O)c1ccccc1)C1=NN(c2ccccc2)C(=O)CC1	i	51
CCOc1ccc(OCCC(=O)OCC(=O)NC(C)c2ccccc2)cc1 (stereo unspecified)	i	52
CCCn1c(=O)c(C(=O)NCc2ccccc2)c(O)c2ccccc21	i	48
O=C(NCc1n[nH]c(=S)n1-c1ccc(F)cc1)c1ccc(S(=O)(=O)N2CCCCC2)cc1	i	21
COC(=O)Cn1c(=O)c2c(nc3n2CCCN3CCc2ccccc2)n(C)c1=O	i	9
Cc1oc(-c2ccccc2F)nc1CS(=O)(=O)CC(=O)NC1CCCC(C)C1C (stereo unspecified)	i	36
CCCC(=O)Nc1ccc(NC(=O)c2cc3ccccc3o2)c(OC)c1	i	31
COc1ccc(-c2nnc3n2CCCCC3)cc1	i	22
CC(=O)C12CC(C)=C(C)CC1CC1C3CCC4=CC(=O)CCC4(C)C3CCC12C (stereo unspecified)	i	29
CC(=O)NC12CC3CC(C1)CC(C(=O)Nc1nc4c(C)cccc4s1)(C3)C2	i	68
Cc1cccc(N2CCN(C(=O)c3ccccc3SCC(=O)N3CCCC3)CC2)c1C	i	34
COc1ccc(OC)c(NC(=O)CSC2=NN3CCCC(=O)N=C3S2)c1	i	53
CN(CC(=O)Nc1ccccc1C(=O)NC1CC1)Cc1ccc(Cl)s1	i	28
COc1ccc(/C=C(\NC(=O)c2ccccc2)C(=O)NCc2ccco2)cc1OC	i	30
Cc1ccc(CCC(=O)NCc2ccccc2)o1	i	41
Cc1cc2oc(=O)cc(CN3CCCCC3)c2cc1C	i	23
O=C(NCCCC1CCCC1)C1CCC(=O)N(Cc2ccc(Cl)cc2)C1 (stereo unspecified)	i	21
O=C(Nc1ccnn1C1CCN(Cc2cccc(OCCO)c2)CC1)C1CCOC1 (stereo unspecified)	i	9
N#Cc1cnc(SCC(=O)N2CCCCC2)nc1N	i	65
CC1CN(c2nc3ccccc3nc2SCC(=O)Nc2ccc(F)cc2)CC(C)O1 (stereo unspecified)	i	32
CC(C)Oc1ccc(S(=O)(=O)N2CCCCC2)cc1NC(=O)CN1CCCC1c1cccs1 (stereo unspecified)	i	28
CCOc1cc(C=NNC(=O)c2cccc(S(=O)(=O)N3CCCC3)c2)ccc1O	i	51
COC(=O)c1ccc(CNC(=O)c2ccc(NS(=O)(=O)c3ccc4[nH]c(=O)[nH]c4c3)cc2)cc1	i	27
COCCn1c(=O)[nH]c2cc(C(=O)N3CCN(c4ccccc4F)CC3)ccc2c1=O	i	20
O=S(=O)(c1ccc(Cl)cc1)N1CCN(c2ccccn2)CC1	i	67
O=C(Nc1nnc(S(=O)(=O)N2CCOCC2)s1)c1cccc(F)c1	i	44
Cc1cccc(CS(=O)(=O)c2ncc(Cl)c(C(=O)Nc3c(C)cccc3C)n2)c1	i	1
CC1(C)Cc2c(sc(NC(=O)C(=O)N3CCN(CCO)CC3)c2C(N)=O)CO1	i	39
Nn1c(-c2ccc(F)cc2)nc2ccccc2c1=O	i	37
Cc1c(C(=O)O)nn(-c2cccc(C(F)(F)F)c2)c(=O)c1C#N	i	52

Quoted from the listing (14 entries):
SMILES	T cell HTS	T cell HTS vesicle-bound %
O=C(NCCCC1CCCC1)C1CCC(=O)N(Cc2ccc(Cl)cc2)C1 (stereo unspecified)	i	21
O=C(Nc1ccnn1C1CCN(Cc2cccc(OCCO)c2)CC1)C1CCOC1 (stereo unspecified)	i	9
N#Cc1cnc(SCC(=O)N2CCCCC2)nc1N	i	65
CC1CN(c2nc3ccccc3nc2SCC(=O)Nc2ccc(F)cc2)CC(C)O1 (stereo unspecified)	i	32
CC(C)Oc1ccc(S(=O)(=O)N2CCCCC2)cc1NC(=O)CN1CCCC1c1cccs1 (stereo unspecified)	i	28
CCOc1cc(C=NNC(=O)c2cccc(S(=O)(=O)N3CCCC3)c2)ccc1O	i	51
COC(=O)c1ccc(CNC(=O)c2ccc(NS(=O)(=O)c3ccc4[nH]c(=O)[nH]c4c3)cc2)cc1	i	27
COCCn1c(=O)[nH]c2cc(C(=O)N3CCN(c4ccccc4F)CC3)ccc2c1=O	i	20
O=S(=O)(c1ccc(Cl)cc1)N1CCN(c2ccccn2)CC1	i	67
O=C(Nc1nnc(S(=O)(=O)N2CCOCC2)s1)c1cccc(F)c1	i	44
Cc1cccc(CS(=O)(=O)c2ncc(Cl)c(C(=O)Nc3c(C)cccc3C)n2)c1	i	1
CC1(C)Cc2c(sc(NC(=O)C(=O)N3CCN(CCO)CC3)c2C(N)=O)CO1	i	39
Nn1c(-c2ccc(F)cc2)nc2ccccc2c1=O	i	37
Cc1c(C(=O)O)nn(-c2cccc(C(F)(F)F)c2)c(=O)c1C#N	i	52

Additional records follow:
SMILES	T cell HTS	T cell HTS vesicle-bound %
CCCOc1ccc(/C=N/NC(=O)C2CC2)c(OCCC)c1	i	22
CC(C)C[C@@H](CO)N1CCN(Cc2cccnc2)CCC1=O	i	31
CCCCCC(=O)Nc1ccc(S(=O)(=O)NC2=NCCCCC2)cc1	i	53
Cc1oc(-c2ccc(Cl)cc2)nc1CS(=O)CC(=O)NC(C)c1ccccc1 (stereo unspecified)	i	23
Cc1ccccc1Cn1cc(S(=O)(=O)c2ccc(C(C)C)cc2)c(=O)c2cc3c(cc21)OCO3	i	32
COc1ccc(C(=O)NC2CC(C)(C)Cc3c2cnn3-c2ccccc2)c(OC)c1 (stereo unspecified)	i	22
C[C@@H]1CN([C@@H](C)CO)C(=O)c2cc(NC(=O)CCC(F)(F)F)ccc2O[C@H]1CN(C)S(=O)(=O)c1ccc(Cl)cc1	i	6
CCN(CC)S(=O)(=O)c1ccc(C)c(NC(=O)CNc2cccc(S(=O)(=O)N3CCOCC3)c2)c1	i	38
COc1ccc(OC)c(S(=O)(=O)N2CCC3(CC2)OCCN3S(=O)(=O)c2ccccc2)c1	i	55
O=C(Nc1ccc(C(=O)c2ccc(C(=O)O)c(C(=O)O)c2)cc1)c1ccccc1	i	34
O=[N+]([O-])c1ccc(CP(=O)(c2ccccc2)c2ccccc2)cc1	i	39
Nn1c(SCC(=O)Nc2cc(C(F)(F)F)ccc2Cl)nncc1=O	i	62
O=S1(=O)CCOC[C@H](CC2CCCCC2)N1Cc1cccc(Cl)c1	i	0
COc1cccc(N2CCN(Cc3ncc(-c4ccccc4)o3)CC2)c1	i	13
CC1CCCCC12NC(=O)N(CC(=O)N1CCN(S(=O)(=O)Cc3ccccc3)CC1)C2=O (stereo unspecified)	i	53
COc1cc(NC(=O)c2ccc(NC3=NC4CS(=O)(=O)CC4S3)cc2)cc(OC)c1OC (stereo unspecified)	i	20
CCN(CC)C(=O)Cn1cc(/C=C(\C#N)C(=O)NC2CC2)c2ccccc21	i	50
COCCNC(=O)CN(Cc1ccc(OC)cc1)C(=O)CCC(=O)Nc1nccs1	i	9
COc1ccc(S(=O)(=O)N(C)CC(=O)N2CCCC2)cc1OC	i	52
O=C(CNC(=O)c1ccco1)Nc1ccc(N2CCCCCC2)cc1	i	16
O=C(c1ccc(CNS(=O)(=O)c2cccc(Cl)c2)cc1)N1CCCCC1	i	11
CCOC(=O)C1=C(C)N(CCCCCC(=O)O)C(=O)NC1c1ccc([N+](=O)[O-])cc1 (stereo unspecified)	i	39
CCCCn1c(N)c(N(CC)C(=O)c2cccs2)c(=O)[nH]c1=O	i	23
COc1ccc(-c2noc(N3CCC(C(=O)NC(C)c4ccccc4)CC3)n2)cc1 (stereo unspecified)	i	28
O=P(O)(Cc1ccccc1)Cc1ccccc1	i	54
O=C1Nc2ccccc2C(=O)N2[C@H](c3ccccc3)[C@@H]3C(=O)N(Cc4ccccc4)C(=O)[C@@H]3[C@H]12	i	29
CC(=O)C12OC1CC1C3CCC4=CC(=O)CCC4(C)C3CCC12C (stereo unspecified)	i	57
COc1ccc2c(c1)c(N=NC(N)=S)c(O)n2CC(=O)c1ccccc1	i	32
COc1cccc(/C=C2\SC(=O)N(CC(=O)NC3C=CS(=O)(=O)C3)C2=O)c1 (stereo unspecified)	i	38
CCN(CC)C(=O)CSc1nnc2c3ccccc3n(C)c2n1	i	8
CC(C)C[C@H](NC(=O)N1CCn2c1nc1ccccc12)C(=O)NC1CCCCC1	i	10
O=C(Nc1ccc(F)c(Cl)c1)C1CC(=O)N(Cc2ccco2)C1 (stereo unspecified)	i	42
Cc1cc(NS(=O)(=O)c2ccc(NC(=O)c3ccc(Cl)cc3Cl)cc2)no1	i	19
COc1cc(OC)c(NS(=O)(=O)c2ccc3c(c2)NC(=O)CO3)cc1Cl	i	17
Cc1c(C(=O)N2CCOCC2)c(S(=O)(=O)Nc2ccccc2F)c(C)n1C	i	15
O=C(COc1ccc(F)cc1)Nc1ccc(S(=O)(=O)Nc2ncccn2)cc1	i	23
CCCCCN(C(=O)CCC(=O)OCc1cc(C)ccc1C)c1c(N)n(CCCC)c(=O)[nH]c1=O	i	20
O=C1C(=O)c2ccccc2C(O)=C1C1CCC(c2ccc(Cl)cc2)CC1 (stereo unspecified)	i	54
CCCCOc1ccc(/C=N/NC(=O)c2nnn(-c3nonc3N)c2CN2CCCCCC2)cc1	i	12
CCCCNC(=O)c1cccc(S(=O)(=O)N2CC3(C)CC2CC(C)(C)C3)c1 (stereo unspecified)	i	39
Cc1ccc(S(=O)(=O)N2CCN(CC(=O)Nc3ccnn3C3CCCC3)CC2)cc1	i	9
N#CCSc1nnc(-c2c[nH]c3ccccc23)o1	i	71
Cc1cccc(C(=O)OC2CCCN(C)C2)c1C (stereo unspecified)	i	22
Nc1nc(SCC(=O)Nc2cc(Cl)c(Cl)cc2Cl)n[nH]1	i	42
CCN(CC(=O)Nc1c(F)cccc1F)C(=O)c1ccc(Cl)c(S(=O)(=O)N2CCCCC2)c1	i	22
COc1cc2cc(CCCOC(=O)c3cc(OC)c(OC)c(OC)c3)oc(=O)c2cc1OC	i	15
O=C(C[C@@H]1C/C=C\C[C@H](NC(=O)OCC2c3ccccc3-c3ccccc32)C(=O)OC[C@H]2CCCN2C1=O)N[C@H](CO)Cc1ccccc1	i	16
CC(C)(C)C(=O)OCOC(=O)[C@@H]1N2C(=O)[C@@H](N=CN3CCCCCC3)[C@H]2SC1(C)C	i	45
C=CCNC(=O)c1onc(CSc2ccc(F)cc2)c1C(=O)NCC=C	i	38
O=C(Cn1nc(-c2ccccc2)oc1=O)OCC(=O)c1ccc(F)c(F)c1	i	40

Following part:
SMILES	T cell HTS	T cell HTS vesicle-bound %
O=C(CNC(=O)c1cc2c(n(-c3ccccc3)c1=O)CCCC2=O)c1ccccc1	i	64
COCCN(C(=O)CNC(=O)c1ccco1)C(C(=O)NC1CCCC1)c1ccccc1 (stereo unspecified)	i	46
O=C(NNc1ccc([N+](=O)[O-])cc1)c1ccco1	i	62
COc1ccc(NS(=O)(=O)c2cccc(C(=O)NCC(c3ccco3)N3CCCC3)c2)cc1 (stereo unspecified)	i	49
CC(C)(CN=C1NS(=O)(=O)c2ccccc21)CNC(=O)c1ccccc1	i	13
C#CCC(NC(=O)c1ccc(C#N)cc1)C(=O)NCCC (stereo unspecified)	i	33
CCN(CC)S(=O)(=O)c1ccc(NC(=O)c2ccc(OCC3CCCO3)cc2)cc1 (stereo unspecified)	i	11
O=C(CSc1nccn(-c2cccc(F)c2)c1=O)Nc1ccc(Cl)cc1F	i	40
O=C1c2ccccc2NC(c2ccc(F)cc2)N1Cc1ccccc1 (stereo unspecified)	i	63
C=C(C)CNC(=O)C1CCC(=O)N(CCCc2ccccc2)C1 (stereo unspecified)	i	65
O=C(CCC(=O)Nc1ccccc1)N/N=C/c1ccc2c(c1)OCO2	i	51
COc1ccc(-c2nnc(-c3ccc(C)cc3)o2)cc1	i	16
C[C@@H]1O[C@@H](OC[C@H]2O[C@@H](Oc3cc(O)c4c(=O)cc(-c5ccc(O)c(O)c5)oc4c3)[C@H](O)[C@@H](O)[C@@H]2O)[C@H](O)[C@H](O)[C@H]1O	i	43
COc1ccccc1N1C(=NC(=O)C(C)Oc2ccccc2)SC2CS(=O)(=O)CC21 (stereo unspecified)	i	19
Cc1cccc(N2CCN(C3CCCCC3NS(=O)(=O)c3ccccc3)CC2C)c1 (stereo unspecified)	i	17
O=C(NCc1cccnc1)c1ccc(Cl)c(S(=O)(=O)N2CCOCC2)c1	i	14
CCC(C)N(C(=O)CSc1nnnn1-c1ccccc1OC)C1CCS(=O)(=O)C1 (stereo unspecified)	i	36
CCOC(=O)C1CCCN(C(=O)c2cc(Cl)ccc2NC(=O)C2=C(C)OCCS2)C1 (stereo unspecified)	i	49
Fc1ccc(-c2csc(NC(=S)Nc3ccccc3)n2)cc1	i	53
COc1ccc(CNC(=O)CN2CCN(c3ccccc3)CC2)cc1	i	34
CCC(=O)Nc1cccc(C2=NN(c3ccccc3)C(c3ccc(OC)cc3)C2)c1 (stereo unspecified)	i	14
COCCN(C(=O)c1csnn1)C(C(=O)NC1CCCC1)c1ccccc1F (stereo unspecified)	i	35
CCc1cc(C(=O)N/N=C/c2ccc(OC)cc2)c2ccccc2n1	i	27
CCC(C)NC(=O)C1c2ccccc2C(=O)N1Cc1ccccc1 (stereo unspecified)	i	30
Cc1cc(C)n(-c2ccc(NC(=O)C3CCCCN3C(=O)c3ccc(C)s3)cc2)n1 (stereo unspecified)	i	67
COc1cccc(CNC(=O)CCNC(=O)N2CCn3c2nc2ccccc23)c1	i	35
COC(=O)CSc1nnc(-c2c[nH]c3ccccc23)o1	i	42
O=C(NC(=S)Nc1ccccn1)c1ccc(-c2ccccc2)cc1	i	14
CCN(CC)S(=O)(=O)c1ccc(N2CC(C(=O)N3Cc4ccccc4CC3C(N)=O)CC2=O)cc1 (stereo unspecified)	i	41

Screens: PubChem BioAssay, NMMLSC

These rows are one share of the data; the hit share may differ from the screen's.
